UDG counter: Primary qHTS assay for inhibitors of Activation Induced Cytidine Deaminase (AID): UDG Counterscreen signal. Potency, µM (top dose mostly 115 µM), without a hit: at the top dose activity change, negative = inhibition, usual class: inhibitors. 0.14% of 91,000 active. AID 1347430, 2020. FRET deamination/UDG coupled assay, UDG read, 4 h; further: nearly all actives have a fitted effect of over 65% in size
AID inhibitor: Primary qHTS assay for inhibitors of Activation Induced Cytidine Deaminase (AID): AID signal. Single-stranded DNA cytosine deaminase (Homo sapiens), Q9GZX7. AID deamination FRET fluorescence, UDG-coupled, 4 h. Potency, µM (series often up to 115 µM), for inactives: top-dose activity change, negative = inhibition, usual class: inhibitors. 0.32% of 91,000 active; further: nearly all actives have a fitted effect of over 25% in size
Target sequence (Q9GZX7 whole entry, looked up): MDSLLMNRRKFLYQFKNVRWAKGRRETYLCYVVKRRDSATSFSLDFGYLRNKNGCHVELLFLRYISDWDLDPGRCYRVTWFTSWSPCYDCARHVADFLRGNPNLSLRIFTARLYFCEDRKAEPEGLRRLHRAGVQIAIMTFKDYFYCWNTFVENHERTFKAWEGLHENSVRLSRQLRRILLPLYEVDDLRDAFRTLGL
Active calls of the source: *; ? = inconclusive; & = joins results of further samples; [ ] = dose if it differs, or a comment. The call rests on the fitted dose curve; in most records, active means well fitted curve in the direction sought with a large enough effect; inconclusive means small, poorly fitted or top-dose-only effect, or another doubt; inactive means no such curve, though single readings can be large; an effect the other way counts as inactive or inconclusive. On the % scale 0 is the no-effect control and ±100 the full control effect; potency means the concentration at half of the fitted maximal effect. These rows are one share of the data; rates above refer to the full screens.

SMILES	UDG counter	AID inhibitor
Cc1nn(C(C)C)c(C)c1NC(=O)c1cc2occc2n1Cc1ccccc1	-12%	-1%
COc1ccc(-n2c(=O)c3c4c(sc3n(Cc3cc(=O)n5c(C)cccc5n3)c2=O)CCC4)c(OC)c1	-3%	5%
C=C(C)COc1ccc2c(=O)c(Oc3ccc(C(=O)OCC)cc3)c(C)oc2c1	-4%	-8%
CCN(C(=O)CSc1nc(CN2CCOCC2)nc2ccccc12)C1CCS(=O)(=O)C1 (stereo not drawn)	-5%	0%
O=C(Nc1ccccn1)c1cc(-c2cccs2)nc2ccccc12	5%	-8%
CCN1CCN(C(=O)c2cnn(-c3ccc(F)cc3F)c2C2CCN(C(=O)OC(C)(C)C)CC2)CC1	6%	10%
CC(C)CC(=O)Nc1ccc2nc(SCC(=O)N3CCOCC3)sc2c1	-9%[57.5 µM]	14%
COc1ccc(C)cc1NC(=O)Cn1nc(-c2cccs2)oc1=O	-13%	4%
CCCOc1cccc(NC(=O)c2c(-c3ccccc3Cl)noc2C)c1	-8%	-15%
CCOC(=O)Cc1ccc(NC(=O)Nc2c[nH]c(=O)[nH]c2=O)cc1	-6%	42%[activator]

Reformatted with values under each structure: entries from further up
Results follow in this order: UDG counter | AID inhibitor
Cc1nn(C(C)C)c(C)c1NC(=O)c1cc2occc2n1Cc1ccccc1
  -12% | -1%
CCN1CCN(C(=O)c2cnn(-c3ccc(F)cc3F)c2C2CCN(C(=O)OC(C)(C)C)CC2)CC1
  6% | 10%

Remaining list, next part.
SMILES	UDG counter	AID inhibitor
CCOc1ccccc1C(=O)Nc1ccc(S(=O)(=O)N2CCCCC2c2cccnc2)cc1 (stereo not drawn)	-17%	11%
COC(=O)c1ccccc1NC(=O)/C(C#N)=C/c1ccc(C)o1	0%	3%
COc1ccc(-c2nc3nc(C)cc(Nc4ccc(C(C)=O)cc4)n3n2)cc1	-14%	?
O=C(COC(=O)c1cc(=O)c2ccccc2o1)NCc1ccccc1	-3%	-6%
O=C(c1ccc2c(c1)OCCO2)N1CCCCC1	10%	3%
O=C(NNC(=S)NC1CC2CCC1C2)C1CC1 (stereo not drawn)	5%	0%
O=C(CSc1nc(-c2ccccc2)nc2c1CCCC2)c1ccc(Cl)cc1	3%	7%
Cc1ccccc1-c1noc(-c2cccnc2N2CCN(c3ccccc3)CC2)n1	-26%	-2%
Cc1ccc(Nc2nc(-c3ccc(F)cc3)cs2)cc1	-11%	-15%
COc1cccc(CNC(=O)CSc2n[nH]c(-c3ccccc3Cl)n2)c1	-3%	4%
CCOc1ccc(OCC)c(NC(=O)c2cc(CN3CCOCC3)on2)c1	-2%	-1%
COc1cc(NC(=O)COC(=O)c2ccc3c(c2)NC(=O)CS3)c(C)cc1[N+](=O)[O-]	-11%	-18%
CC(C)c1cc(C(=O)Nc2ccc(C(N)=O)cc2)c2ccccc2n1	1%	-7%
CCOC(=O)c1c(C)[nH]c(C)c1S(=O)(=O)N1CCCC(C(=O)Nc2cccc(C)n2)C1 (stereo not drawn)	-15%	12%
CC(C)(C)c1ccc(NC(=O)c2cccc(CN3CCCC3=O)c2)cc1	-6%	-6%
CCOc1ccc(NC(=O)C2CCC(CNS(=O)(=O)c3ccc4c(c3)CCCC(=O)N4)CC2)cc1 (stereo not drawn)	11%	-12%
Cc1cc2nc(-c3cccc(NC(=O)c4cc([N+](=O)[O-])ccc4N4CCOCC4)c3)oc2cc1C	7%	-7%
Cc1ccc(N2CCN(S(=O)(=O)c3c(C)[nH]c(=O)[nH]c3=O)CC2C)cc1 (stereo not drawn)	1%	-3%
CCOc1cccc(C2CC(=O)NC3=C2C(=O)CC(C)(C)C3)c1 (stereo not drawn)	6%	-2%
Cc1ccc(Cn2c(=O)n(CCCCC(=O)NCc3ccccc3Cl)c(=O)c3ccccc32)cc1	-9%	9%
Cc1ccc(Nc2ncnc3sc4c(c23)CCC(C)C4)cc1C (stereo not drawn)	8%	25%
Cc1ccc(-c2nc(C)c(CCNS(=O)(=O)c3ccccc3F)s2)cc1	3%	-6%
Fc1ccccc1OCc1nc2ccccc2n1C(F)F	-7%	-4%
c1ccc(-c2ccc(CNCc3ccco3)cc2)cc1	-4%	-4%
CCc1nc2ccccc2c(C(=O)OCC(=O)NC2(C#N)CCCC2)c1C	-7%	0%
O=C(OCC(=O)N(Cc1ccccc1)Cc1ccccc1)c1ccc2ccccc2n1	-1%	-2%
CC(C)Cn1nc(C(=O)Nc2ccc3c(c2)CCC3)c2ccccc2c1=O	-11%	-12%
CC(C)COC(=O)OCN1C(=O)CN(CCN2CC(=O)N(COC(=O)OCC(C)C)C(=O)C2)CC1=O	-4%	-6%
CC1CCN(CC(C)OC(=O)c2cccs2)CC1 (stereo not drawn)	0%	1%
N#Cc1nc(COc2ccc(F)cc2)oc1NCc1cccnc1	-3%	0%
COc1ccc(OC)c(CNS(=O)(=O)c2c(C(=O)N3CCCCCC3)c(C)n(C)c2C)c1	-6%	-11%
O=C(NC1CCCCCC1)c1cc2c(F)cccc2s1	-5%	1%
Cc1ccc(-n2cc(C(=O)c3cc(C)ccc3O)cc(C#N)c2=O)cc1	27%	-15%
O=C(Nc1c(F)cccc1F)C12CC3CC(CC(C3)C1)C2	10%	6%
CCCOc1ccc(C(=O)Nc2cccc(-c3nc4ccccc4[nH]3)c2)cc1	17%	26%
Cc1ccc(S(=O)(=O)c2nnn3c2nc(N2CCN(c4ccccc4F)CC2)c2cc(Cl)ccc23)cc1C	-8%	0%
Cc1noc(C(C)C)c1C(=O)NCc1ccc(OC(C)C)nc1	2%	2%
Cc1c(OCC(=O)C(C)(C)C)ccc2c3c(c(=O)oc12)CCC3	-9%	0%
Cc1cccc(Cn2nnc3c(=O)[nH]c(C4CCCN(C(=O)c5ccc(C(C)(C)C)cc5)C4)nc32)c1 (stereo not drawn)	-1%	?
Cn1c(=O)[nH]c(=O)c2c1nc(N1CCN(Cc3ccccc3Cl)CC1)n2Cc1ccc(F)cc1	0%	?
COc1ccc(-c2cc(C(=O)Oc3ccc(F)cc3)no2)cc1	1%	13%
CCn1cc(C(=O)NCCCOC(C)C)c(=O)c2cc(S(=O)(=O)N3CCOCC3)ccc21	-14%	7%
Cc1ccc(-c2nc(CN3CCCC3c3nnc4ccccn34)co2)cc1 (stereo not drawn)	-2%	1%
Cc1ccc(/C=C/c2onc(C)c2S(=O)(=O)N2CCC(C(=O)N3CCOc4ccc(C)cc43)CC2)cc1	-16%	-1%
COc1cc(-c2nc(-c3ccccc3)c(-c3ccc(Br)cc3)[nH]2)cc(OC)c1O	7%	-1%
CC(=O)c1cccc(NC(=O)CSc2ncc3c(n2)-c2cc(Cl)ccc2N(Cc2ccccc2)S3(=O)=O)c1	-14%	58%[activator]
O=C(CN1C(=O)COc2ccc(S(=O)(=O)N3CCCCCC3)cc21)N1CCN(c2cccc(Cl)c2)CC1	-1%	-6%
CCOC(=O)c1ccc(N2CCN(c3cccc(Cl)c3)CC2)c(NC(=O)Nc2ccc(OC)cc2OC)c1	-14%[57.5 µM]	7%
CC(=O)NC12CC3(C)CC(C)(CC(C)(C3)C1)C2	-12%	-8%
O=C(COc1ccc(Cl)cc1)NCC(c1ccco1)S(=O)(=O)c1ccccc1 (stereo not drawn)	-3%[57.5 µM]	?

Further records.
SMILES	UDG counter	AID inhibitor
CC(C)c1ccccc1NC(=O)C1CC=CCC1 (stereo not drawn)	5%	0%
Fc1cccc(Cl)c1CSc1nc(CN2CCOCC2)nc2ccccc12	-7%	-7%
COc1cc(Nc2nc(SCc3cccc(Cl)c3)nc3ccccc23)cc(OC)c1	-14%[57.5 µM]	-18%
Cc1ccc(NC(=O)CN2CCN(C(=O)NCc3ccc(C)c(F)c3)CC2)cc1	-3%	-7%
CN(C)CC(NC(=O)CNC(=O)NCc1ccccc1)c1ccccc1 (stereo not drawn)	-4%	-2%
COCCn1c(-n2nc(C)c(C)c2C)nc2c1c(=O)n(CCN1CCCCC1)c(=O)n2C	-1%	-5%
CC(=O)Nc1ccc(OCC(C)C)cc1	3%	4%
O=C(CSc1nc2ccccc2nc1Cc1ccccc1)N1CCN(c2ccccc2)CC1	-6%	6%
Cc1ccc(-n2c(SCC(=O)Nc3ccc(Cl)cc3)nc3c(=O)[nH]cnc32)cc1	1%	-12%
CCOc1ccc(OCC)c(NS(=O)(=O)c2cc(Br)cc3c2N(C(C)=O)C(C)C3)c1 (stereo not drawn)	-6%	3%

Arranged by length of the SMILES (lowest first): part of the list above
SMILES	UDG counter	AID inhibitor
CC(=O)Nc1ccc(OCC(C)C)cc1	3%	4%
CC(C)c1ccccc1NC(=O)C1CC=CCC1 (stereo not drawn)	5%	0%
Fc1cccc(Cl)c1CSc1nc(CN2CCOCC2)nc2ccccc12	-7%	-7%
COc1cc(Nc2nc(SCc3cccc(Cl)c3)nc3ccccc23)cc(OC)c1	-14%[57.5 µM]	-18%
Cc1ccc(-n2c(SCC(=O)Nc3ccc(Cl)cc3)nc3c(=O)[nH]cnc32)cc1	1%	-12%

Later entries
SMILES	UDG counter	AID inhibitor
COCCN1C(=O)C(=O)/C(=C(/O)c2ccc(Cl)cc2)C1c1ccc(OC)cc1 (stereo not drawn)	6%	-4%
Nc1nnc(SCC(=O)N(C2CCCCC2)C2CCCCC2)s1	-9%	-20%
CC(=O)Nc1ccc(NC(=O)CC2Sc3ccccc3NC2=O)cc1 (stereo not drawn)	3%&-3%	-1%&-17%
CC1(C)CC(=O)C2=C(C1)OC(N)=C(C#N)C2c1ccc(Br)o1 (stereo not drawn)	6%	5%
CCCCOc1ccc(C(C)NC(=O)CN2C(=O)CSc3ccc(S(=O)(=O)N4CCOCC4)cc32)cc1 (stereo not drawn)	1%	-15%
CCOCCn1c(N2CCN(Cc3ccc(C)cc3)CC2)nc2c1c(=O)[nH]c(=O)n2C	-6%	-17%
CC(=O)N1CCN(C(=O)Cn2ccc3cc(OCc4ccccc4)ccc32)CC1	-3%	-2%
C#CCNC(=O)c1cc(-c2ccc3c(c2)OCCO3)nc2ccccc12	-15%	-20%
C(=C\c1ccccc1)/CN(C/C=C/c1ccccc1)CCN1CCOCC1	-12%	3%
O=C(NCCc1ccc(F)cc1)N1CCc2sccc2C1	-5%	2%

An excerpt of these results, as labelled records:
> CC(=O)Nc1ccc(NC(=O)CC2Sc3ccccc3NC2=O)cc1 (stereo not drawn)
  UDG counter: 3%&-3%	AID inhibitor: -1%&-17%

> CC1(C)CC(=O)C2=C(C1)OC(N)=C(C#N)C2c1ccc(Br)o1 (stereo not drawn)
  UDG counter: 6%	AID inhibitor: 5%

> CC(=O)N1CCN(C(=O)Cn2ccc3cc(OCc4ccccc4)ccc32)CC1
  UDG counter: -3%	AID inhibitor: -2%

> Nc1nnc(SCC(=O)N(C2CCCCC2)C2CCCCC2)s1
  UDG counter: -9%	AID inhibitor: -20%

Other results follow:
SMILES	UDG counter	AID inhibitor
COC(=O)CNC(=O)c1cc2occc2n1Cc1ccccc1	-1%	-7%
FC(F)Sc1nnc(-c2ccccc2)c2ccccc12	-4%	-8%
O=C(CN1C(=O)C2CCCCN2c2ccc(C(=O)N3CCCC3)cc21)NCc1cccc(F)c1 (stereo not drawn)	2%	2%
CCOc1ccc2c(=O)c(Oc3ccccc3OC)coc2c1	-8%	-4%
Cc1ccc(-n2c(SCC(=O)Nc3ccccc3Cl)nc3c(=O)[nH]cnc32)cc1	-6%	-2%
COc1ccccc1C(=O)CC1(O)C(=O)N(Cc2ccccc2)c2ccc(Br)cc21 (stereo not drawn)	-1%	0%
Cc1cccc(C)c1OC(=O)CSc1nnc(-c2cccs2)o1	-1%	7%
CCc1ccc(CN(C)C(C)C(=O)NCc2cccs2)cc1 (stereo not drawn)	1%	20%
CCCCOC(=O)c1cccc(NC(=O)/C=C/c2ccccc2Cl)c1	-1%[57.5 µM]	-16%
Cc1ccc(C)c(N2CCN(C(=O)CN3CCSc4ccccc43)CC2)c1	-10%	-19%
Cc1ccc(C(=O)Nc2ccc(Br)cc2)cc1S(=O)(=O)N1CCOCC1	-6%	-20%
CCCCCCCOC(=O)c1c(C)oc2c1cc(NS(=O)(=O)c1cccs1)c1ccccc12	-4%	-2%
O=C1CC(c2nc(-c3ccc(Oc4ccccc4)cc3)no2)CN1c1ccccc1 (stereo not drawn)	-9%	-20%
CC(NC(=O)c1sc2ncccc2c1-n1cccc1)c1ccccc1 (stereo not drawn)	0%	?
COC(=O)c1ccccc1NC(=O)c1oc2ccc3c(c2c1C)C(=O)CC(C)(C)O3	2%	15%
O=C(c1cccc(Br)c1)N(Cc1ccc2[nH]ccc2c1)C1CC1	-4%	-8%
CCn1c(=O)n(-c2ccc(F)cc2)c(=O)c2sc3ccccc3c21	0%	7%
O=C(O)COc1ccccc1C1Nc2ccccc2-c2nnc(SCc3ccc(Cl)cc3)nc2O1 (stereo not drawn)	6%[57.5 µM]	13%[57.5 µM]
CC(=O)N1CCC(N(Cc2ccco2)C(=O)Nc2ccc(C)c(Cl)c2)CC1	-3%	6%
CCc1nn2c(=O)cc(COC(=O)COc3ccc(OC)cc3)nc2s1	5%	13%
COc1ccccc1NC(=O)CSc1nc(O)c(C/C=C/c2ccccc2)c(=O)[nH]1	-3%	-3%
COc1ccc2c(c1)c(CC(=O)Nc1cccc(F)c1C)c(C)n2C(=O)c1ccc(Cl)cc1	-14%[57.5 µM]	-18%
CCc1ccc(C(=O)c2cn(CC(=O)Nc3cccc(OC)c3)c3cc4c(cc3c2=O)OCO4)cc1	-23%	?
COc1cc(Cl)c(NC(=O)c2cc(S(=O)(=O)N3CCCCC3)c[nH]2)c(OC)c1	-17%[57.5 µM]	13%
COc1cccc(NC(=O)Cn2c(=O)n(Cc3ccc(C(=O)NCc4ccc5c(c4)OCO5)cc3)c(=O)c3ccccc32)c1	-6%	11%
Cc1ccccc1C(=O)NNC(=S)Nc1ccccc1	9%	4%
